# sPLA2-III inh: Blocks human group III sPLA2 activity | Q9NZ20 | QFRET BODIPY PC-A2 liposome hydrolysis, fluorescence | inhibition, % at 12.2 µM | 370,000 compounds, 0.56% hits | AID 743126;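 active = inhibition above mean plus 3 SD of compounds lying within the high and low control bounds, cut at about 19% in these data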;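 also: 0% = median of test compound wells and 100% = no enzyme DMSO wells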
# ssDAF12 agonist: activators of S. stercoralis DAF-12 nuclear receptor | HEK293 ssDAF-12/GRIP1 lit1-tk-luc reporter, luminescence; % of 3 µM dafachronic acid response | activation, % at 6.8 µM | 370,000 compounds, 1% hits | AID 652126;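 active = activation above the mean over all tested compounds plus 3 SD, cut at about 0.9% in these data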;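 also: 0% = DMSO-only wells and 100% = 3 µM delta7-dafachronic acid wells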
# DAX1 inh-1: DAX1 (NR0B1) inhibition, primary screen | AID 652010 | 370,000 compounds, 1.1% hits | HEK293T StAR-luciferase reporter, SF-1/DAX-1 repression relief | inhibition, % at 6.8 µM;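 active = inhibition above the mean over all tested compounds plus 3 SD, cut at about 3.6% in these data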;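 also: 0% = DAX-1 cells with DMSO and 100% = cells lacking DAX-1 with DMSO; higher inhibition means more luminescence from relief of DAX-1 repression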
# GC-A act: GC-A (human) enzyme activation; P16066; HEK293 GC-A cells, cGMP TR-FRET, EC30 ANP; 0% at EC30 ANP, 100% saturating ANP; activation, % at 10 µM; 370,000 compounds, 0.14% hits; AID 1671463; in the data active = activation above about 40%
# SMARCA2 act: SMARCA2 function activation, primary screen; AID 652017; activation, % at 9.1 µM; MG213 cells, MMTV-luciferase reporter, dexamethasone, overnight; 370,000 compounds, 1% hits; in the data active = activation above about 7.8%;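 also: 0% = vehicle wells and 100% = reference activator wells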
# ADAM10 inh: inhibits human ADAM10. 370,000 compounds, 0.62% hits. recombinant ADAM10, EDANS/DABCYL FRET peptide cleavage, 3 h. AID 720582. inhibition, % at 7 µM;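 active = inhibition above a per-campaign cutoff equal to the mean of compounds falling between control-based bounds plus 3 SD, cut at about 20% in these data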;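 also: 0% = DMSO wells while the 100% control is not disclosed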
# Target sequence (O14672 214-748 limits assumed): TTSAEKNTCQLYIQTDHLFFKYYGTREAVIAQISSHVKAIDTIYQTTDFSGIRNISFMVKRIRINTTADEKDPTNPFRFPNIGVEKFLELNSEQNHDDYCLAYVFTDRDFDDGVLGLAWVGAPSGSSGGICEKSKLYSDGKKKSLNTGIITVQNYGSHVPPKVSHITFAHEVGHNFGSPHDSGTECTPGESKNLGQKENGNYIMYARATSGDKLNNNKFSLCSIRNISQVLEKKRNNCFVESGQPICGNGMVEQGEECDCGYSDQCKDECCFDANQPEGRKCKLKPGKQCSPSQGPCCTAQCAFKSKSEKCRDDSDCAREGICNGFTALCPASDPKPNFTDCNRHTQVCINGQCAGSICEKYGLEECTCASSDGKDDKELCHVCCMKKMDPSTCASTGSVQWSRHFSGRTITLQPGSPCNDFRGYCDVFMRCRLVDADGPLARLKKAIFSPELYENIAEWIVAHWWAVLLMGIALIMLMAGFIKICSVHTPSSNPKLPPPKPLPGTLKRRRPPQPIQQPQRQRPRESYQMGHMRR
# hcDAF-12 act: activators of H. contortus DAF-12 nuclear receptor; HEK293 hcDAF-12 lit1-tk-luc reporter, luminescence; 0% DMSO, 100% Δ7-dafachronic acid; activation, % at 6.8 µM; 370,000 compounds, 1.4% hits;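 active = activation above the mean of all tested compounds plus 3 SD, cut at about 5.5% in these data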;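 also: 100% = response to 3 µM Δ7-dafachronic acid high control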
# FXN GAA850 act: frataxin GAA850 promoter activation; HEK293 lucGAA850 FXN promoter luciferase reporter, 24 h; percent of 10 µM SAHA response; activation, % at 6 µM; 360,000 compounds, 0.56% hits; AID 540364;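 active = activation above the average of all compounds screened plus 3 SD, cutoff fixed separately per campaign, cut at about 7.5% in these data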;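 also: 0% = DMSO wells and 100% = 10 µM SAHA wells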
# hgDAF12 agonist: activates the H. glycines DAF-12 receptor ligand-binding domain; HEK293 GAL4-hgDAF12 UAS-luciferase reporter, agonist luminescence; normalized to butyrate control; activation, % at 6.8 µM; 370,000 compounds, 1.8% hits;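 active = activation above a cutoff set at the mean of all screened compounds plus 3 SD, cut at about 10% in these data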;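 also: 0% = DMSO wells and 100% = sodium butyrate wells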
# NPR2 activator: GC-B (human) receptor activation. HEK293-GC-B cells, CNP EC30, cGMP TR-FRET; 0% at EC30 CNP, 100% saturating CNP. activation, % at 10 µM. 370,000 compounds, 0.11% hits;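 active = activation at 10 µM reaching about 35% in either raw or pattern-adjusted values, limit read from the data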
# DAX1 inh-2: inhibits human nuclear receptor DAX1. P51843. HEK293 Gal4-DAX1 luciferase reporter, luminescence. inhibition, % at 6.75 µM. 340,000 compounds, 0.99% hits. AID 504766;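 active = inhibition above the mean over all tested compounds plus 3 SD, cut at about 4.2% in these data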;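 also: 0% = DAX1-transfected cells with DMSO and 100% = empty-vector control cells with DMSO; inhibition shows as a rise in luminescence from relieved DAX1 repression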
# Target sequence (P51843 207-470 limits assumed): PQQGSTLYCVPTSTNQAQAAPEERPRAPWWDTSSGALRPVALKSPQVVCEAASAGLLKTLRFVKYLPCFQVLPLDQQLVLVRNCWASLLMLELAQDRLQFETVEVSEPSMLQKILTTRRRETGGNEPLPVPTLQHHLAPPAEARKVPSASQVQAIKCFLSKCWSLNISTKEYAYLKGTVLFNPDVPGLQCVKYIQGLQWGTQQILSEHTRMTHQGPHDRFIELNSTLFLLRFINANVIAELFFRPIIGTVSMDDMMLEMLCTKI
# An asterisk follows results filed as active; · = not tested or not shown.
SMILES,sPLA2-III inh,ssDAF12 agonist,DAX1 inh-1,GC-A act,SMARCA2 act,ADAM10 inh,hcDAF-12 act,FXN GAA850 act,hgDAF12 agonist,NPR2 activator,DAX1 inh-2
Oc1ccc(Cl)cc1CNCC1CCCCC1,0.1,-0.9,0.3,-10.6,1.6,3.5,3.7,1.4,1.0,-19.7,1.4
Cc1cc(OCc2cc(C(=O)NC(C)c3c(C)nn(C)c3C)no2)cc(C)c1Cl (centres undefined),-15.4,-0.8,-0.4,7.2,-0.2,6.2,-1.1,1.8,8.7,-1.9,-0.5
C=CCOc1cccc(C2C(C(=O)c3ccc(C)o3)=C(O)C(=O)N2CCN(C)C)c1 (centres undefined),-6.7,-0.8,0.6,1.8,0.4,1.3,-0.2,0.2,1.5,-0.5,1.0
Cc1cccc(OCC(=O)Nc2ccccc2N2CCCC2)c1C,3.8,-0.6,-0.5,-9.4,-0.1,0.9,-0.9,0.1,1.6,-5.0,-1.2
CC(C)CNC(=O)Cn1nc(C(F)(F)F)c2c1CCCC2,2.3,-0.4,0.8,1.1,-0.3,4.1,-1.0,-0.2,-0.2,9.0,1.0
S=c1[nH]nc(Cc2n[nH]c(=S)n2-c2ccccc2)n1-c1ccccc1,11.3,-1.3,0.2,3.1,-2.6,5.8,-1.1,1.2,0.9,7.0,1.1
C[C@H](CO)N1C[C@H](C)[C@@H](CN(C)S(=O)(=O)c2ccc(F)cc2)Oc2c(NC(=O)CCC(F)(F)F)cccc2C1=O,-9.4,-0.7,-0.3,0.2,0.8,1.9,-1.9,-0.8,-0.9,3.1,0.9
CC1CCN(C(=O)c2cc3c(ccc4ccccc43)o2)CC1,-5.6,0.5,19.0*,-1.2,2.8,9.4,9.1*,1.7,12.0*,-2.5,-0.7
CN(C)C(=O)COC(=O)/C=C/c1cn(-c2ccccc2)nc1-c1cccs1,-11.3,-2.1,-3.6,-5.5,2.9,-92.7,-1.6,2.4,1.2,-1.5,-1.0
Cn1c(=O)c2c(nc(NCc3ccco3)n2CCc2ccccc2)n(C)c1=O,3.7,-1.2,-0.8,8.4,1.7,7.8,-1.7,-1.1,0.7,6.5,-1.0
Cc1cccc(N2O[C@H]3C=C[C@@H]2C3)n1,-1.3,-0.3,0.2,4.0,-1.3,-23.9,9.4*,·,2.1,-2.1,·
CC(=O)c1cccc(NC(=O)CSc2ccc(-c3ccccn3)nn2)c1,4.3,-1.1,-1.8,-0.4,-1.2,-2.8,0.0,2.6,-2.8,-5.3,0.7
Cc1cc(C)cc(NC(=S)N(C)C)c1,4.4,-0.6,-0.1,-5.0,-0.3,2.1,-1.3,-1.1,-1.4,-4.1,0.8
COCc1cc(C)nc(SCC(=O)Oc2ccc(Cl)cc2)c1C#N,2.8,-0.8,-0.5,-23.1,-0.1,-41.4,-0.4,-0.3,2.0,-6.3,0.4
COc1cccc(NC(=O)CNC(=O)c2ccc(C)cc2)c1,-2.6,-1.4,-0.7,-1.6,0.3,1.3,-0.8,2.2,-1.5,-3.4,0.4
O=[N+]([O-])c1ccc(/C=N/N2CCN(Cc3ccccc3)CC2)cc1,9.7,-1.8,-0.4,6.0,-1.5,1.9,0.2,2.1,2.0,-0.8,-0.5
COc1ccc(N2CCN(C(CNC(=O)C3CCCCC3)c3ccco3)CC2)cc1 (centres undefined),5.9,-1.2,-0.5,-1.2,-0.7,-6.8,-0.4,2.4,-1.6,7.4,-1.4
Cc1ccc(CNC(=O)CCSCc2ccc(C)cc2)cc1,2.4,-0.5,0.0,0.6,-0.8,4.8,0.1,1.8,-0.1,2.7,0.2
CC1=CC(C)(C)Nc2cc(C)c(C)cc21,9.9,-0.7,0.5,-3.7,0.2,-5.0,-0.5,-0.6,-0.5,-1.2,0.5
CC(OC(=O)c1cccnc1Cl)C(=O)Nc1ccc2c(c1)OCO2 (centres undefined),-1.0,-1.7,-1.9,-4.5,-5.7,-0.1,-1.9,0.4,-0.8,7.5,-1.2
COc1cc2c(c(OC)c1OC)-c1ccc(NC(=O)c3ccc(F)cc3)c(=O)cc1[C@@H](NC(C)=O)CC2,-20.5,-0.2,-0.4,9.9,-1.7,4.1,1.1,-1.4,-1.5,-2.4,-0.6
COCc1c(C(=O)Nc2ccc3nc(N4CCOCC4)sc3c2)oc2ccccc12,1.8,-1.7,-3.9,2.0,-3.8,-14.0,-0.7,-0.3,-2.2,3.7,-1.5
Cc1cc(C)nc(N2CCC(C(=O)N(C)CCc3ccccn3)CC2)n1,7.7,-1.6,-0.2,2.0,3.7,-25.0,-0.2,·,3.9,4.0,·
CCn1c(=O)n(CC)c2cc(S(=O)(=O)N3CCOCC3)ccc21,-1.8,-0.5,-0.2,-5.3,0.7,-2.9,-1.2,3.7,1.5,-2.4,0.1

# A portion taken from the entries so far:
SMILES,sPLA2-III inh,ssDAF12 agonist,DAX1 inh-1,GC-A act,SMARCA2 act,ADAM10 inh,hcDAF-12 act,FXN GAA850 act,hgDAF12 agonist,NPR2 activator,DAX1 inh-2
Cc1ccc(CNC(=O)CCSCc2ccc(C)cc2)cc1,2.4,-0.5,0.0,0.6,-0.8,4.8,0.1,1.8,-0.1,2.7,0.2
CC1=CC(C)(C)Nc2cc(C)c(C)cc21,9.9,-0.7,0.5,-3.7,0.2,-5.0,-0.5,-0.6,-0.5,-1.2,0.5

# (next part)
SMILES,sPLA2-III inh,ssDAF12 agonist,DAX1 inh-1,GC-A act,SMARCA2 act,ADAM10 inh,hcDAF-12 act,FXN GAA850 act,hgDAF12 agonist,NPR2 activator,DAX1 inh-2
CCCCCCCCCCCn1nnnc1N,1.0,-0.8,0.0,3.0,-1.4,-4.3,-0.5,1.9,3.6,-2.1,0.6
COc1ccccc1NC(=O)CSc1nnnn1C1CCCCC1,-7.0,-0.9,0.0,0.4,-1.3,5.2,1.3,0.8,-1.4,1.7,-0.6
O=C(NCc1cccc(Br)c1)c1cc(-c2ccccc2)nn1CC1CC(c2cccnc2)=NO1 (centres undefined),-7.6,-1.6,-0.6,-2.7,0.5,16.1,-1.6,-2.0,-0.4,0.1,0.9
COCCCNc1nc2nonc2nc1N1CCN(C2CCCC2)CC1,3.8,-1.5,0.1,0.3,5.5,-1.2,-1.0,-0.8,2.7,4.1,-0.3
C=CCOc1ccc(Br)cc1/C=C1\NC(=S)N(C(C)=O)C1=O,-42.0,-1.1,-0.9,1.1,-0.3,-3.8,-0.3,1.6,1.4,-5.0,1.5
COc1cc2c(cc1OC)CN(C(=O)c1cccc(S(=O)(=O)N(C)C)c1)CC2,-5.5,-1.5,-0.6,0.6,1.3,-0.2,-1.7,0.9,-0.8,0.5,-0.2
CCOc1ccccc1C(=O)NC1CCN(Cc2ccccc2)CC1,-4.2,-0.9,-0.1,5.8,-0.1,-6.1,1.0,2.6,1.6,0.7,2.2
CCCCNC(=O)C1(C)CCN1C(=O)c1cc2ccccc2s1 (centres undefined),0.1,-1.5,-0.4,-0.3,-1.7,8.0,-0.1,0.5,0.1,0.6,·
CCOC(=O)c1ccc(NC2c3ncccc3C(=O)N2Cc2ccc(F)cc2)cc1 (centres undefined),-6.0,-1.3,0.6,0.9,1.3,9.0,-0.6,7.1,-1.7,-2.0,-0.4
CCCC(C)NC(=O)Cn1c(=O)c2c(ncn2CCC(C)C)n(Cc2ccccc2)c1=O (centres undefined),2.3,-1.6,-0.1,0.6,-2.8,-4.2,-3.1,-2.0,-0.4,2.9,0.2
COc1ccc(C)cc1S(=O)(=O)N(C)CC(=O)N1CCCC1,3.1,-1.2,-0.3,3.6,-1.4,0.0,-2.1,0.2,-3.1,-0.5,4.8*
CCN(CCCNC(=O)C1CCN(S(=O)(=O)c2cnc[nH]2)CC1)c1ccccc1,-15.2,-1.5,0.6,1.1,-1.0,0.2,1.7,-0.3,0.6,-3.0,0.9
CCOc1ccc(N(C(=O)c2snc(C(N)=O)c2N)C(C(=O)NCC2CCCO2)c2ccco2)cc1 (centres undefined),1.4,-1.2,0.3,-2.8,-2.8,-10.4,-3.1,2.5,0.1,-2.7,-1.6
CCNS(=O)(=O)c1cc(-c2nnc(OC)c3ccccc23)ccc1C,2.2,-0.2,-0.1,0.1,-1.0,8.2,-1.2,-0.1,-3.8,1.4,0.5
CCOC(=O)C1CCCCN1C(=O)c1oc2c(Cl)cc(C)cc2c1C (centres undefined),-4.5,-0.9,-0.6,1.2,2.6,-5.1,-1.2,1.4,3.1,-2.9,-0.6
Cc1ccc(SC(CC(=O)c2ccc(C)cc2)C(=O)O)cc1 (centres undefined),-11.1,-0.4,-0.1,-1.1,-1.4,3.2,-1.4,-0.1,1.7,-1.6,-0.2
COC(=O)c1cc(S(=O)(=O)N2CCC(C)CC2)ccc1F,-4.5,-2.2,-0.8,1.2,0.4,-11.0,-2.4,-0.1,9.2,5.3,-1.2
O=C(O)COc1ccc2c(c1)OCCO2,-2.1,-0.9,-0.2,8.0,0.4,-5.2,-2.3,-1.9,-0.8,1.5,0.0
Clc1ccc2nc(C(Cl)(Cl)Cl)[nH]c2c1,1.8,0.1,-0.5,2.9,2.5,7.5,3.0,3.2,2.6,5.9,3.6
O=C(CSc1ccc2nnc(CCNC(=O)c3ccc(F)cc3)n2n1)NCC1CCCO1 (centres undefined),3.3,-1.3,0.5,2.1,-2.0,-10.2,-1.4,-0.6,-0.9,-0.5,0.8
CS(=O)(=O)N1CCc2cc(S(=O)(=O)Nc3ccc4c(c3)OCCO4)ccc21,-5.0,-2.4,-2.5,2.9,-4.5,-5.8,-2.3,-2.9,-6.0,8.7,-3.2
O=C(C(c1ccccc1)c1ccccc1)N1CC[C@@]2(O)CCCC[C@H]2C1,-1.0,-0.3,0.4,-5.5,0.1,-0.8,1.1,-0.4,0.4,-0.7,-0.8
CCOC(=O)CCC(=O)Nc1ccc(S(=O)(=O)N2CCc3ccccc32)cc1,-21.7,-0.3,0.2,-11.6,-2.3,-0.1,1.1,-0.2,1.8,-6.4,0.4
Cc1csc(C(=O)O)c1NC(=O)c1ccc(F)cc1,-0.1,0.0,0.2,-0.3,-1.8,0.4,-1.6,2.4,0.9,4.2,-1.5
COc1ccc(CCN(C)S(=O)(=O)c2cn(C)c(=O)n(C)c2=O)cc1OC,3.5,-0.2,1.1,3.6,-2.7,-7.8,-2.2,0.6,-1.8,-1.7,0.5
CCOc1ccc(OCC)c(NC(=O)C2C3C=CC(O3)C2C(=O)NCc2ccco2)c1 (centres undefined),10.4,-1.0,0.1,-3.1,-1.9,-5.2,0.0,4.0,0.7,-0.8,-0.7
Cc1ccc(F)c(NC(=O)c2cncn2-c2ccccc2)c1,3.7,-1.2,0.5,1.2,-3.4,1.1,-0.7,-0.8,-0.2,-8.5,2.1
CCCN(CCC)c1nc(N(CCC)CCC)[nH]c(=O)n1,-2.4,-1.7,-0.5,-2.5,-4.5,-4.2,-1.2,0.7,-1.4,1.8,-0.2
COCCn1nnnc1C(c1ccc(Cl)cc1)N1CCN(C(=O)c2ccco2)CC1 (centres undefined),3.8,-0.5,0.2,-3.4,-0.3,-1.2,-0.3,-1.2,-0.3,-2.8,-0.3
COc1ccc(-n2c(CNC(=O)COc3ccc(Cl)cc3)n[nH]c2=S)cc1,5.3,-0.5,-0.6,-4.9,3.1,-1.2,4.5,2.9,2.1,-0.3,0.1

# Compound activity from PubChem.

# This is a random part of the collection; any-hit rate near 6.6%.
